# Compound activity from PubChem.
# CatL inh = inhibitors of human cathepsin L, biochemical | purified cathepsin L, fluorogenic substrate, fluorescence | inhibition, %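 (tested at 10 µM)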 | 58,000 tested, 0.17% active | AID 460, 2006; in the data active = inhibition above about 45%;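 also: 0% = enzyme with no compound and 100% = no enzyme blank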
# C1s inh = complement C1s protease inhibitors, primary screen, biochemical, 10-compound mixtures; purified C1s, fluorogenic AMC substrate, pooled mixtures; mean inhibition % of two 10-compound mixtures (stronger effect = higher value), % at 5 µM (by protocol); 62,000 tested, 0.16% active;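 active = inhibition above 20% in each of the two 10-compound mixture wells holding the compound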;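 also: 0% = enzyme wells lacking compound mixture and 100% = no-enzyme blank wells; some compounds called inactive have numbers as strong as hits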
# CatB mix inh = cathepsin B inhibitors from pooled compounds, primary screen, biochemical, compound mixtures, AMC fluorescence | P07858 | Purified cathepsin B, AMC dipeptide fluorescence | inhibition, %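 (ten-compound pools at 5 µM per compound and 50 µM total)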 | 62,000 tested, 0.06% active | AID 488, 2006; in the data active = inhibition above about 22%, passing the limit was not always enough;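 also: 0% = enzyme without compound and 100% = no enzyme blank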
# CatG inh = human cathepsin G inhibitors, primary screen, biochemical, pooled compound mixtures, AMC fluorescence | purified enzyme, AMC-tetrapeptide fluorescence | inhibition, % at 5 µM (by protocol) | 62,000 tested, 0.2% active;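 active = inhibition above 20% in each of the two mixture wells holding the compound; inactive = inhibition of 20% or less in either well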;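 also: 0% = enzyme control without mixture and 100% = blank lacking enzyme; strong numbers were not always called active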
# Target sequence (P08311 21-244 limits assumed): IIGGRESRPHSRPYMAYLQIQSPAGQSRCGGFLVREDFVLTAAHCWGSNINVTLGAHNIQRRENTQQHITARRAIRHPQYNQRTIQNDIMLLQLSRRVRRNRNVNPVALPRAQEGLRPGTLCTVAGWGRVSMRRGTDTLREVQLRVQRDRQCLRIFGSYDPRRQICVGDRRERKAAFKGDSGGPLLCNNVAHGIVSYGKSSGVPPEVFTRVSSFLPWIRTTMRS
# CatS block = inhibitors of human cathepsin S, biochemical, compound mixtures. P25774. recombinant cathepsin S, AMC dipeptide fluorescence, pooled mixtures. inhibition, %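 (tested at 5 µM per compound within 10-compound mixtures)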. 62,000 tested, 0.06% active; in the data active = inhibition above about 32%, passing the limit was not always enough;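 also: 0% = enzyme without compound and 100% = blank without enzyme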
# Target sequence (P25774 115-331 limits assumed): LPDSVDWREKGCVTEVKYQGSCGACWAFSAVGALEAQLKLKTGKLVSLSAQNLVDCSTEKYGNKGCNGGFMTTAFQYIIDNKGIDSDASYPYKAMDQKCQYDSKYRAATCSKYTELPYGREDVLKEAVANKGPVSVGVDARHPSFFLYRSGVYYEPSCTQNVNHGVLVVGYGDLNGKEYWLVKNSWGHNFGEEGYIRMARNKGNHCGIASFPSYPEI
# Ec RNAP inh = E. coli RNAP inhibitors, biochemical; E. coli RNA polymerase, fluorescence transcription assay; inhibition, %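 (tested at 10 µM)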; 62,000 tested, 0.2% active; in the data active = inhibition above about 20%;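 also: 0% = enzyme without compound and 100% = no enzyme blank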
# CatB block = human cathepsin B inhibitors, primary screen, biochemical, fluorogenic substrate; P07858; purified cathepsin B, fluorescence; inhibition, %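 (tested at 10 µM)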; 63,000 tested, 0.1% active; in the data active = inhibition above about 21%;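 also: 0% = enzyme with no compound and 100% = no enzyme blank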
# AP ELISA ortho = alternative complement pathway inhibitors, primary screen, biochemical, ELISA, human serum, orthogonally pooled compounds. 62,000 tested, 0.08% active. LPS-coated ELISA, C3 deposition; tested in compound mixtures. inhibition, % at 5 µM. AID 1235, 2008;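 active = inhibition above 30% in each of the two pooled mixtures holding the compound, so the lower value exceeds 30%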;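 also: 0% = serum in Mg-EGTA without compound and 100% = EDTA serum blank; some compounds past the cut are filed as inactive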
#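 Assay system: human serum alternative complement pathway, C3 deposition on LPS-coated wells; Dosing: 5 µM per compound in ten-compound mixtures; Detection: Anti-C3 ELISA, OD 450 nm; Buffer or medium: Mg2+-EGTA GVB++ buffer containing human serum at 1:15 dilution; Timing: 1 h at 37 °C; Replication: two different pools per compound.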
# FXIa inh mix = FXIa protease inhibitors in compound pools, primary screen, biochemical, 10-compound mixtures | Coagulation factor XI (Homo sapiens), P03951 | purified FXIa, fluorogenic substrate, pooled mixtures | inhibition, % at 5 µM | 62,000 tested, 0.19% active | AID 680, 2007; in the data active = inhibition above about 20%, passing the limit was not always enough;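 also: each value is inhibition by a whole ten-compound pool holding the compound; 0% = enzyme with no mixture and 100% = wells lacking enzyme; strong numbers were not always called active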
# Target sequence (P03951 19-387 limits assumed): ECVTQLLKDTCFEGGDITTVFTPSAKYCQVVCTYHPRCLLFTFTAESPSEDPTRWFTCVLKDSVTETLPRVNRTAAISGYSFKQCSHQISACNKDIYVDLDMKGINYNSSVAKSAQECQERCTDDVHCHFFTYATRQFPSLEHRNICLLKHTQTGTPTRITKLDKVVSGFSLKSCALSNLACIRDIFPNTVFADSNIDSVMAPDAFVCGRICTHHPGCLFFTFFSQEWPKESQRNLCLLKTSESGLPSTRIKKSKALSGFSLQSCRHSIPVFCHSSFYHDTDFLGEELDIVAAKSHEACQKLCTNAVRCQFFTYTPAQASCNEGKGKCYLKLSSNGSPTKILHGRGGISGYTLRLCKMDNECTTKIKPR
# Target sequence (P03951 388-625 limits assumed): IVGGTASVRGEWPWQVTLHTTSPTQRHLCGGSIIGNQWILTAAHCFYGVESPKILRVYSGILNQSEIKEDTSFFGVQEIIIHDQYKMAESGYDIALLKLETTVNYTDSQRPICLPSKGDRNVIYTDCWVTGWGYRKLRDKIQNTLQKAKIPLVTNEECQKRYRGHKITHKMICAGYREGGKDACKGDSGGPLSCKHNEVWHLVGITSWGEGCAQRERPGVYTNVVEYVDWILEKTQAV
# * = called active by the depositor; . = no result given. This is a subset; rates above refer to the full screens.
SMILES,CatL inh,C1s inh,CatB mix inh,CatG inh,CatS block,Ec RNAP inh,CatB block,AP ELISA ortho,FXIa inh mix
CCOC(=O)CSc1nc2ccccc2n1CC(=O)NC(C)(C)C,-15.9,3.6,2.6,0.6,-5.9,-1.0,-2.7,9.2,8.1
O=C(c1cccc(F)c1)N1CCN(C(=O)c2nn3cccnc3c2Cl)CC1,11.6,9.5,2.7,8.4,-0.5,3.5,3.7,7.7,6.3
CCN1CCCC1CNC(=O)C(NC(=O)C1CCC(C)CC1)C(C)C (centres undefined),7.7,-162.7,-9.7,-25.5,-6.9,0.5,4.3,-7.9,-28.3
Cc1nc2ccccn2c1/C(O)=C1\C(=O)C(=O)N(CCCN(C)C)C1c1ccc(F)cc1 (centres undefined),-13.8,0.3,-3.1,3.3,-3.5,-5.7,0.6,14.3,7.1
O=C(O)CCCNC(=O)c1cncc(Br)c1,.,18.4,5.6,11.1,-2.6,2.2,-0.7,3.6,10.6
COC(=O)C1(CCSC)NC(c2ccc(O)cc2)C2C(=O)N(c3ccc4c(c3)OCCO4)C(=O)C21 (centres undefined),11.6,-28.6,-7.6,-1.8,2.5,1.9,-2.2,-7.5,-9.7
Cc1ccc(CNc2ccc(O)cc2)cc1,8.6,0.9,-1.9,4.3,8.6,3.0,-0.5,9.9,4.6
O=c1c2cnn(-c3ccccc3Cl)c2ncn1Cc1cccnc1,6.9,2.2,6.4,-9.4,12.0,12.9,2.0,10.9,5.5
CCOC(=O)CC(C(=O)OCC)P(=O)(c1ccccc1)c1ccccc1 (centres undefined),-0.3,-33.4,0.9,1.5,-11.6,4.3,0.2,5.1,-3.7
COc1ccc(C2=NO[C@@H]3C(=O)N(c4c(C)cccc4C)C(=O)[C@H]23)cc1OC,5.3,-1.7,-3.8,-5.2,-10.9,23.6*,-2.3,23.0,5.7
Cc1nnc(SCC(=O)Nc2cc(C(F)(F)F)ccc2N2CCOCC2)o1,-4.1,13.5,6.7,12.3,5.1,3.2,5.6,5.5,6.1
CCN(CC)S(=O)(=O)c1ccc(-c2nnc(SCc3nnc(-c4ccc(C)cc4)o3)o2)cc1,8.7,14.6,6.5,9.1,-3.1,2.2,2.7,21.5,6.7
COc1ccccc1CNS(=O)(=O)c1c(C)noc1C,-8.1,-32.5,0.1,3.9,12.7,-0.2,0.4,11.1,3.0
COc1ccc(S(=O)(=O)N2CCC(C(=O)NCc3ccccn3)CC2)cc1C,4.1,2.5,2.7,6.5,-5.1,4.4,1.9,12.0,-2.8
CCC(=O)N1CCc2cc(Br)cc(S(=O)(=O)C3(C(=O)OC)CC3)c21,11.1,-1.1,3.5,6.6,5.2,3.3,-5.3,7.3,-1.4
CC1=C(C(=O)OC(C)C)C(C)NC(=O)N1 (centres undefined),.,-1.3,1.3,9.6,-4.2,5.5,2.9,9.2,1.2
O=C(Nc1ccc(NC(=O)C2CC2)nc1)c1cccc(F)c1,-6.7,5.8,1.2,5.8,-5.5,2.9,0.5,-0.7,1.4
Cc1ccc(OCC(O)CN2CCN(CC(O)COc3ccc(C)cc3)CC2)cc1 (centres undefined),35.4,-24.4,0.5,1.9,14.8,9.3,2.2,-5.8,2.3
O=C(NCc1ccc(Cl)c(Cl)c1)c1ccco1,1.1,-3.8,-2.8,7.7,0.2,5.5,2.2,2.8,0.5
CCOC(=O)Cc1nn(CCc2ccccn2)c(=O)c2ccccc12,34.1,-163.3,-10.0,-11.7,-20.2,8.5,0.7,2.9,-26.6
O=C(NCC1CCCO1)c1ccc(C(=O)NCC2CCCO2)cc1 (centres undefined),-1.1,-4.7,3.6,0.6,-1.7,3.3,2.7,-5.2,1.6
O=c1nc2s/c(=C\c3ccco3)c(=O)n2nc1Cc1ccccc1,-7.5,5.7,3.1,3.0,-3.7,2.1,-3.2,16.3,5.3
Cc1[nH]c2ccccc2c1SCC(=O)N1CCOCC1,5.5,-1.0,-0.2,-0.8,0.1,3.1,0.4,10.1,2.0
O=C(Cc1ccc(Cl)cc1)Nc1ccc2oc(-c3ccncc3)nc2c1,-4.6,-19.1,-0.6,-1.2,-5.4,-4.5,0.8,-16.6,3.9
Cc1ccc(C)c(NS(=O)(=O)c2cc(C(N)=O)ccc2C)c1,3.5,4.1,0.5,0.3,0.3,3.2,0.7,1.8,5.5
COc1ccc(CCn2c(N)cc(=O)[nH]c2=S)cc1OC,3.6,1.6,-0.8,-3.8,-0.8,1.5,4.1,-14.7,2.5
CN1CCN(S(=O)(=O)c2ccc(NC(=O)C3CCCO3)cc2)CC1 (centres undefined),-2.4,7.8,7.7,1.4,-3.5,3.3,-3.2,14.3,5.2
CC(=O)NC(=O)NC1CSCC1OC(C)=O (centres undefined),12.7,57.9*,7.7,13.6,16.1,10.7,-1.7,0.6,7.5
O=C(O)CCCNC(=O)OCc1ccccc1,23.3,-15.8,-2.1,7.2,2.5,7.6,1.2,-1.5,1.0
COc1ccc(Cn2nnc3c(=O)[nH]c(C4CCCN(C(=O)c5ccccc5)C4)nc32)cc1 (centres undefined),2.6,-11.9,-0.3,-4.5,-6.9,0.2,3.9,-0.7,2.4
COCCNS(=O)(=O)c1cc(OC)c(Cl)cc1Cl,-1.9,14.3,2.3,17.2,13.2,11.7,1.2,5.2,9.4
Cc1cc(C(=O)Nc2ccc(N3CCOCC3)cc2)c2ccccc2n1,5.9,-26.5,0.3,-7.1,-8.3,3.7,-1.5,-17.2,-1.4
Cc1c(C(N)=O)c(N)c(C(=O)c2ccccc2)n1-c1ccccc1,10.7,1.1,1.1,0.7,0.8,-5.2,-2.3,14.7,13.2
COc1cc(Sc2ccc(C)cc2)c(OC)cc1N,10.0,14.0,4.6,11.7,1.3,.,3.6,9.6,3.2
COc1ccc(OC)c(N2C(N)=NC(N)=NC23CCCC3)c1,25.7,9.1,5.4,11.8,9.2,3.9,4.3,6.4,3.6
O=c1[nH]c2sc3c(c2c2nncn12)CCCC3,3.9,-10.3,2.1,0.9,14.5,14.4,-2.5,-5.4,-2.5
O=C(Nc1ccc2c(c1)OCCO2)c1cc(-n2cnnc2)ccc1Cl,-2.6,4.4,3.8,1.0,-2.4,4.6,-2.2,18.9,2.5
COc1cccc(OC)c1C(=O)Nc1nnc(C(C)C)s1,-0.1,49.2,3.7,11.6,-0.1,6.2,3.0,31.6,3.5
O=C(c1ccc(Cl)cc1Cl)C1(n2cncn2)Oc2ccccc2C1O (centres undefined),7.9,14.6,5.5,9.2,13.6,6.1,3.3,9.8,4.9
CCN1CCN(c2ncnc3c2sc(=S)n3-c2ccccc2)CC1,.,3.5,3.1,0.0,3.6,-3.2,2.8,9.6,12.3
OCC1OC(n2nnc3ccccc32)C(O)C(O)C1O (centres undefined),.,-7.2,4.2,21.2,1.6,4.0,-1.7,15.8,12.1
CCOC(=O)C1CCN(C(=O)CN(c2ccc3c(c2)OCO3)S(C)(=O)=O)CC1,11.6,12.3,-3.6,8.6,8.9,6.5,4.1,-0.6,-0.6
COc1ccccc1CNC(=O)c1cc2c(s1)CS(=O)(=O)C2,9.6,0.3,-1.0,-1.6,8.8,10.9,6.1,-3.1,2.2
CC(c1cccnc1)N(CCN(C)C)C(=O)Nc1ccc(Cl)c(Cl)c1 (centres undefined),13.2,12.7,3.8,10.6,1.9,9.9,1.4,8.2,0.4
FC(F)Oc1ccc(-c2csc(Cc3nnc4n3CCCCC4)n2)cc1,-1.6,-21.0,-0.8,-10.9,-3.0,4.1,3.3,1.6,-8.5
CC(C)(C)n1nc2c(c1NC(=O)c1ccc(Br)cc1)CS(=O)C2 (centres undefined),14.0,-2.6,3.7,8.5,5.8,16.4,-0.8,15.8,1.3
O=C(NCc1ccccn1)Nc1ccc(Cl)c(Cl)c1,1.5,-30.4,1.8,14.2,13.5,8.8,1.9,10.5,-1.2
C=CCN=C(CC)C1=C(O)CCCC1=O,22.2,-4.2,6.0,0.2,14.3,14.8,-0.1,6.6,5.0

# Arranged by value in CatG inh (smallest number first): some entries from above
SMILES,CatL inh,C1s inh,CatB mix inh,CatG inh,CatS block,Ec RNAP inh,CatB block,AP ELISA ortho,FXIa inh mix
CCC(=O)N1CCc2cc(Br)cc(S(=O)(=O)C3(C(=O)OC)CC3)c21,11.1,-1.1,3.5,6.6,5.2,3.3,-5.3,7.3,-1.4
O=C(O)CCCNC(=O)OCc1ccccc1,23.3,-15.8,-2.1,7.2,2.5,7.6,1.2,-1.5,1.0
O=C(O)CCCNC(=O)c1cncc(Br)c1,.,18.4,5.6,11.1,-2.6,2.2,-0.7,3.6,10.6

# Next results
SMILES,CatL inh,C1s inh,CatB mix inh,CatG inh,CatS block,Ec RNAP inh,CatB block,AP ELISA ortho,FXIa inh mix
Cc1occc1C(=O)NCCCCNC(=O)c1ccoc1C,-3.1,-8.7,1.6,6.8,-0.7,-0.8,2.6,14.9,-5.6
Cc1nc2ccccn2c1C(=O)c1ccccc1,4.1,3.0,7.0,-1.9,-3.2,0.8,-4.9,20.4,10.7
Cc1csc(NC(=O)Cn2cnnn2)n1,3.0,4.5,4.4,5.3,3.4,-1.1,3.6,22.5,2.8
O=C(c1ccc(N2CCNCC2)cc1)c1cccnc1,12.2,7.4,-3.5,1.3,5.2,5.7,-0.1,-2.8,-0.2
COc1cccc(CN2CCN(C(=O)c3cccs3)CC2)c1OC,3.6,4.3,-3.4,6.9,7.4,1.8,-1.2,13.7,-0.3
Cn1c(=O)c2c(nc(NC(Cc3ccccc3)C(=O)O)n2Cc2ccccc2)n(C)c1=O (centres undefined),7.2,-1.2,-2.4,8.0,-2.1,.,1.6,23.7,-2.0
CC1CCN(c2ccc(C(=O)O)cc2)CC1,2.9,-143.0,-9.3,-14.2,-17.7,1.6,-1.9,6.7,-25.3
COc1cccc(C(N)CC(=O)O)c1 (centres undefined),16.9,6.2,-1.8,1.4,4.0,11.7,2.8,8.7,-3.1
Cc1ccc(OCc2nnc(SCC(=O)NC3CCCCC3)n2C)cc1,4.7,-34.3,5.0,-1.2,-5.9,5.4,-0.5,7.1,6.8
COc1ccc(CC(CC(=O)O)C(=O)Nc2ccccc2)cc1 (centres undefined),-3.8,0.9,-0.4,-0.6,9.1,-2.7,1.6,20.0,6.5
CCN1CCN(/C=N/c2nc3c(s2)CCCC3)CC1,3.5,23.9,5.0,34.1,-3.0,-1.9,0.4,10.9,3.0
CC1CCN(C(=O)CCNS(=O)(=O)c2ccccc2)CC1,1.1,-14.6,2.4,-1.3,1.2,5.7,6.0,0.1,0.5
Cn1c(Cn2c(=O)sc3ccccc32)nnc1SCC(=O)Nc1ccccc1F,3.5,-30.1,-0.7,-3.5,4.4,7.0,0.0,24.6,1.6
CCOCCn1c(CN2CCCCC2)nc2c1c(=O)n(C)c(=O)n2C,18.2,-25.3,6.8,-2.4,17.1,8.4,6.7,-1.7,13.1
O=C(OCN1C(=O)c2ccccc2C1=O)c1ccco1,-1.0,-0.9,4.3,5.1,2.8,-0.5,3.7,25.6,0.9
COc1cc(C(=O)Nc2nncs2)cc(OC)c1OC,.,1.5,-0.1,7.6,2.8,.,.,11.0,-1.1
CN(Cc1ccccc1)C(=O)CN(C1CCCCC1)S(C)(=O)=O,33.6,-6.2,1.8,-9.8,13.3,5.8,6.1,-30.8,3.1
